# CHX counter = counter-screen for Shiga toxin inhibitors: cycloheximide protein synthesis inhibition | cell reporter, cycloheximide protein synthesis inhibition counterscreen | max response, % | 300,000 tested, 12% active; in the data active means max response mostly above about 13%, no sharp cut-off; inactive means mostly below about 14%; further: read at 38.3 µM for the half of the compounds with a filed dose; 0% is about no effect
# Pf growth 48h = P. falciparum growth inhibition at 48 hours (one generation); P. falciparum luciferase growth in erythrocytes, 48 h; Potency, µM (series often up to 28.7 µM), inactives show at the highest dose activity change, negative = inhibition, actives largely listed as inhibitors; 310,000 tested, 5.9% active; AID 504832; further: potency means the concentration at half of the fitted maximal effect; on the % scale 0 is the no-effect control and ±100 the full control effect
#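 Luciferase-expressing parasites in RBCs, 2% Hct / 0.1% parasitemia final; RPMI 1640 + 0.5% Albumax; 37 C, 5% CO2, one generation; luminescence read-out, lower signal = inhibition.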
# LmPK inhibitor = LmPK (Leishmania mexicana) enzyme inhibition; Q27686; purified LmPK, Kinase-Glo ATP luminescence, 1 h; Potency, µM (doses to about 57.5 µM), for inactives: top-dose activity change, negative = inhibition, hits mostly inhibitors; 290,000 tested, 0.37% active; AID 1721; further: potency means the concentration at half of the fitted maximal effect; on the % scale 0 is the no-effect control and ±100 the full control effect
# Target sequence (Q27686 whole entry, looked up): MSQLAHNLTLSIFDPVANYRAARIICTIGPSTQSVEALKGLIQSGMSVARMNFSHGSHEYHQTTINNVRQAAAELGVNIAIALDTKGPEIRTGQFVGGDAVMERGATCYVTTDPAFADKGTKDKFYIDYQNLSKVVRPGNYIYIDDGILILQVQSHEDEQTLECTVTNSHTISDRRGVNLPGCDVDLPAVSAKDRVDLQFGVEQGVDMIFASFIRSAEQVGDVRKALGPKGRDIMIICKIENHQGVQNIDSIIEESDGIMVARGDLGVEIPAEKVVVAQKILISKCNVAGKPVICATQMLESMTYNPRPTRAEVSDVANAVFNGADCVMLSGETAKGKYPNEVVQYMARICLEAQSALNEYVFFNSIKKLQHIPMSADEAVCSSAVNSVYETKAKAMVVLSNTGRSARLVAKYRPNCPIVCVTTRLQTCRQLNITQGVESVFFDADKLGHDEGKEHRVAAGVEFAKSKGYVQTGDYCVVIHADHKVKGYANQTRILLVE
#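 Purified LmPK (0.1 nM) with 0.5 mM PEP and 0.1 mM ADP in imidazole buffer pH 7.2 with MgCl2/KCl, 1 h at room temperature. ATP formed was read by luciferase luminescence and normalized to no-enzyme and uninhibited controls.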
# AMA1 RON2 block = disrupts binding of P. falciparum AMA1 to RON2; 360,000 tested, 0.2% active; AID 720542; AlphaScreen AMA1-biotinylated RON2 peptide binding; Potency, µM (titrated, usually from 58.2 µM), inactives show top-dose activity change, negative = inhibition, hits mostly inhibitors;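 further: potency means the concentration at half of the fitted maximal effect; 0% = vehicle wells and -100% = peptide control; nearly all actives have a fitted effect of over 45% in size; some results filed as inactive show a strong effect at the top dose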
#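 AMA1 (3D7) with his tag at 25 nM final met compounds first, then biotinylated RON2 peptide at 25 nM; detection used donor plus acceptor beads, 10 µg/mL apiece, read by AlphaScreen after 30 min at room temperature.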
# Pf growth 96h = P. falciparum growth inhibition at 96 hours. P. falciparum luciferase reporter growth, 96 h. Potency, µM (highest dose often 28.7 µM), without a hit: at the highest dose activity change, negative = inhibition, actives largely listed as inhibitors. 320,000 tested, 6.9% active; further: potency means the concentration at half of the fitted maximal effect; on the % scale 0 is the no-effect control and ±100 the full control effect
#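 Cell-based qHTS: luciferase-tagged P. falciparum in erythrocytes (2% hematocrit, 0.05% parasitemia final) incubated with compounds for 96 hours, 37 C, 5% CO2; luciferase detection reagent then added and luminescence measured.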
# Tb PYK inh = T. brucei pyruvate kinase inhibition; TbPYK enzyme, Kinase-Glo Plus ATP luminescence, 45 min; Q57TT1; Potency, µM (doses to about 76.8 µM), for the others: top-dose activity, negative = inhibition, most hits filed as inhibitors; 410,000 tested, 0.12% active; AID 624173; further: potency means the concentration at half of the fitted maximal effect; on the % scale 0 is the no-effect control and ±100 the full control effect; nearly all actives have a fitted effect of over 50% in size
#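 Quantitative HTS: titrated library compounds versus trypanosomal pyruvate kinase in TEA buffer (pH 7.2) containing KCl, MgCl2, BSA and Tween-20. Reactions were initiated with ADP, 130 uM final. Kinase-Glo Plus luminescence was read after 45 min at RT.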
# Shiga inhibitor = blocks Shiga toxin action in Vero cells. AID 2315. 290,000 tested, 9.2% active. inhibition, % at 38.7 µM. Vero cells, Shiga toxin protein synthesis inhibition reporter; in the data active means inhibition mostly above about 28%, no sharp cut-off; inactive means mostly below about 43%; further: 0% is about no effect
# Numbers without * were called inactive; ? = inconclusive; / = not tested or not shown; [ ] = remark or other dose. Unless noted, the call rests on the fitted dose curve; in most records, active means well fitted curve in the direction sought with a large enough effect; inconclusive means small, poorly fitted or top-dose-only effect, or another doubt; inactive means no such curve, though single readings can be large; an effect the other way counts as inactive or inconclusive.
SMILES,CHX counter,Pf growth 48h,LmPK inhibitor,AMA1 RON2 block,Pf growth 96h,Tb PYK inh,Shiga inhibitor
Cc1ccc(C(CC(=O)O)Nc2nc(N3CCCCC3)nc(N3CCCCC3)n2)cc1 (configuration not stated),9,6%,4%,-1%,?,6%,-16
COc1ccc(NCC(=O)n2c(C)c(C)c3ccccc32)cc1,7,-34%,12%,-15%,-12%,-6%,6
CCN(CC)S(=O)(=O)c1ccc(-c2nnc(SCC(C)=O)o2)cc1,-1,/,6%,3%,?,4%,11
Cc1nc(C(F)(F)F)ccc1C(=O)NN1CCOCC1,-3,-7%,7%,27%,6%,2%,-1
CNC(=S)N1N=C(c2ccc(Br)cc2)CC1c1ccc(Br)cc1 (configuration not stated),-2,/,9%,-16%,?,0%,-3
CCN(CC)C(=S)SC1CCCCN(C(=O)c2ccccc2)C1=O (configuration not stated),36*,-1%,4%,-2%,28%,0%,57*
Cc1ccc(NS(=O)(=O)c2cc(C(=O)NCCCN(C)C)ccc2Cl)cc1Cl,/,6.6µM*,/,-17%,?,-2%,/
CCC(C)NC(=O)COC(=O)c1ccccc1OCC(=O)Nc1ccc(Br)cc1 (configuration not stated),-2,-3%,6%,-16%,45%[activator],4%,-14
COc1cc(/C=C(/C#N)C(=O)NC(C)c2ccccc2)cc(OC)c1O (configuration not stated),-11,0%,3%,-3%,-21%,-20%,-20
O=C(OCC1OC(OC(=O)c2cc(O)c(O)c(OC(=O)c3cc(O)c(O)c(O)c3)c2)[C@@H](OC(=O)c2cc(O)c(O)c(OC(=O)c3cc(O)c(O)c(O)c3)c2)C(OC(=O)c2cc(O)c(O)c(OC(=O)c3cc(O)c(O)c(O)c3)c2)C1OC(=O)c1cc(O)c(O)c(OC(=O)c2cc(O)c(O)c(O)c2)c1)c1cc(O)c(O)c(OC(=O)c2cc(O)c(O)c(O)c2)c1 (some centres not stated),/,3.4µM*,/,/,3µM*,?,/
O=C(c1cccc(C(F)(F)F)c1)C1CCCN(Cc2ncc[nH]2)C1 (configuration not stated),-3,-11%,1%,35%[activator],?,-4%,11
O=C(NC1(C(F)(F)F)NC(=O)N(c2ccccc2F)C1=O)c1ccncc1 (configuration not stated),3,0%,0%,-13%,1%,2%,9
Cc1c(CN(C)Cc2cn(C)nc2-c2ccccc2F)[nH]c2ccccc12,-2,-9%,-2%,-29%,3.7µM*,-2%,-18
COc1ccc(-c2n[nH]c(C)c2-c2cc(OC)ccc2O)cc1,8,20%,?,-9%,/,?,-26
O=C1c2ccccc2C(=O)N1CCc1nn[nH]n1,-4,6%,17%,0%,/,-3%,-2
CC(C)C(OC(=O)c1oc2ccccc2c1CSC1CCCCC1)C(=O)NC(N)=O (configuration not stated),-4,2%,0%,/,41%[activator],/,14
Cc1ccc(NC(=O)COC(=O)c2ccc3c(c2)OCO3)cc1S(=O)(=O)N1CCCCC1,-2,18%,2%,-11%,-1%,-8%,-6
O=C(O)Cc1ccc(NC(=O)C(c2ccccc2)c2ccccc2)cc1,0,-9%,6%,5%,?,-10%,20
CC(c1ccccc1)N1CNc2c(c(=O)n(C)c(=O)n2C)C1 (configuration not stated),-4,-17%,0%,10%,-11%,2%,40
C=CCn1c(=O)c2ccccc2n2c(SCc3cc(=O)n4ccsc4n3)nnc12,-5,-6%,6%,3%,11%,-1%,-10
COc1ccc(-c2noc(-c3ccc(Br)o3)n2)cc1OC,10,50%[activator],1%,7%,/,10%,6
CN1C(=O)c2ccc(NC(=O)C3CC3)cc2C1=O,-1,31%[activator],0%,17%,38%[activator],1%,16
COc1ccc(Cl)cc1NC(=O)NC(C)C,-4,2%,1%,-4%,-40%[5.75 µM],0%,-1
O=C(O)c1ccc2c(c1)C(=O)N([C@H](Cc1c3ccccc3cc3ccccc13)C(=O)O)C2=O,-1,0%,/,/,8%,/,1
OC(COc1cccc2ccccc12)CN1CCN(c2ccccn2)CC1 (configuration not stated),-1,8%,4%,-5%,/,19%,11
COc1ccc(C(=O)N(CN2CCCC2=O)c2nccs2)cc1OC,7,-3%,-4%,-12%,83%[activator],/,14
COc1ccc(NC(=O)COC(=O)CNC(=O)c2cccs2)cc1Cl,/,5%,/,-5%,-9%,-2%,/
CCNC(=O)COC(=O)c1ccc(NS(=O)(=O)c2ccc3c(c2)OCCO3)cc1,-8,17%,-5%,-7%,-11%,-4%,-21
c1ccc2c(CN3CCN(C4CCCCC4)CC3)c[nH]c2c1,13,6.6µM*,2%,4%,12µM*,-13%,46
O=C(N/N=C1/CCS(=O)(=O)c2ccc(F)cc21)c1ccccn1,15,79%,4%,42%[activator],56%[activator],1%,54

# Single records, as listed above. Screens in order: CHX counter, Pf growth 48h, LmPK inhibitor, AMA1 RON2 block, Pf growth 96h, Tb PYK inh, Shiga inhibitor
# COc1ccc(NC(=O)COC(=O)CNC(=O)c2cccs2)cc1Cl as listed: /, 5%, /, -5%, -9%, -2%, /
# COc1ccc(C(=O)N(CN2CCCC2=O)c2nccs2)cc1OC as listed: 7, -3%, -4%, -12%, 83%[activator], /, 14

# (cont.)
SMILES,CHX counter,Pf growth 48h,LmPK inhibitor,AMA1 RON2 block,Pf growth 96h,Tb PYK inh,Shiga inhibitor
CN1C(C(=O)NCc2ccco2)=CC(c2ccc(F)cc2)=NS1(=O)=O,-2,6%,4%,-6%,6%,3%,8
Cc1noc(C)c1S(=O)(=O)Nc1c(C)n(C)n(-c2ccccc2)c1=O,0,23%,-2%,-7%,102%[activator],-2%,-5
Oc1ccc(C(=S)N2CCN(Cc3ccccc3)CC2)cc1,-4,6%,-3%,1%,-3%,?,-5
COc1ccc(OC)c(C2=C[N+](=O)C(C)(C)C(C)(C)N2[O-])c1,-1,19%,3%,-6%,-8%,-3%,-11
COc1ccc(-c2cc3ccc(O)cc3oc2=O)cc1,37*,152%[activator],-3%,26%,188%[activator],-6%,74*
COc1ccc(CCNC(=O)c2ccc(Cl)nc2)cc1,-5,-15%,5%,-12%,0%,0%,-6
Nc1cccc(N2C(=O)c3cccc4c(N)ccc(c34)C2=O)c1,-4,9%,-1%,-2%,5%,4%,-9
CCOc1nc(Nc2ccc(F)cc2)nc(N2CCN(c3ccc(OC)cc3)CC2)n1,2,/,5%,-1%,?,0%,-10
O=c1[nH]c2ccc(N/C(=N/S(=O)(=O)c3ccccc3)c3ccccc3)cc2[nH]1,-2,-8%,2%,-19%,4.1µM*,2%,-4
Cc1ccc(Cn2ccc(NC(=O)c3cc(-c4ccc(F)cc4)on3)n2)cc1,5,-21%,3%,3%,3.3µM*,1%,-2
O=C(CN1CCN(c2ccccc2)CC1)Nc1ccc(Oc2ccccc2)cc1,-5,/,7%,-8%,/,1%,-5
CCNc1nc(Oc2ccc(=O)n(-c3ccccc3)n2)nc(N2CCOCC2)n1,-2,-3%,2%,5%,?,6%,12
O=c1[nH]c(N2CCN(Cc3ccc4c(c3)OCO4)CC2)nc2c1CCCC2,6,11%[5.75 µM],1%,-4%,7.4µM*,2%,2
O=C(NC(Cc1c[nH]c2ccccc12)C(=O)Nc1ccc(OC(F)(F)F)cc1)c1cccs1 (configuration not stated),-1,-12%,0%,-15%,?,-2%,3
Cc1cc(NC(=O)c2cccc(S(=O)(=O)N3CCC(C)CC3)c2)no1,-2,?,0%,9%,117%[activator],7%,11
Oc1ccc(NCc2cccs2)cc1,24*,?,-2%,62%[activator],?,?,-2
O=C(c1ccc(Cl)c(S(=O)(=O)N2CCCCC2)c1)N1CCCC(C(F)(F)F)C1 (configuration not stated),/,?,/,-1%,?,3%,/
Cc1ccc(-c2nnn(CC(=O)N(Cc3ccccc3)C(C(=O)NC3CCCC3)c3ccncc3)n2)o1 (configuration not stated),1,?,3%,-2%,/,1%,-12
CCCCNC(=O)CSc1nc(O)c(Cc2ccc(OC)cc2)c(=O)[nH]1,-3,?,4%,1%,46%[activator],1%,2
NC(=O)COC(=O)CCCSc1nc2ccccc2s1,-7,-3%,-2%,-4%,-44%[1.15 µM],-1%,15
CN(Cc1ccco1)C(=O)c1c[nH]c2ccc(S(=O)(=O)Nc3ccc4c(c3)OCCO4)cc2c1=O,18*,-9%,6%,-9%,2%,-5%,-19
C=CCc1cccc(Cl)c1OCCCNC1CCCC1,2,?,-2%,-4%,?,-5%,-2
CCOC(=O)Cc1csc(NC(=O)Cn2c(=O)oc3ccccc32)n1,0,3%,5%,0%,23%,-4%,17
C=CCN1c2ccccc2[C@]23C[C@@H](C(=O)OC)N(C(=O)OCC)C2=NC(C(=O)OC)=C(C(=O)OC)[C@H]13,/,/,-3%[11.5 µM],-6%,/,-5%,/
CC12CN3CC(C)(CN(C1)C3c1ccc3ccccc3c1O)C2=O (configuration not stated),-2,-18%,8%,33%[activator],0%,-2%,40
Cn1cnnc1SCC(=O)NNC(=O)c1ccc(Cl)cc1,-3,11%,0%,5%,-9%,-1%,-15
CCCSc1nc2sc3c(c2c(=O)[nH]1)CCN(Cc1ccccc1)C3,12,?,-9%,-4%,4.1µM*,0%,18
COc1ccc(C)cc1NC(=O)NNC(=O)C1CCC(C(C)(C)C)CC1 (configuration not stated),-2,?,0%,81%[activator],62%[activator],1%,14
O=C(CSC1c2ccccc2-c2ccccc21)N/N=C/c1ccccc1C(=O)O,12,-11%,2%,7%,?,-1%,-19
COc1ccc(/C=N/NC(=O)C(=O)NCC2CCCO2)cc1 (configuration not stated),1,22%,-2%,9%,-23%,0%,21
COc1ccc(NC2CCCN(C(=O)c3ccc(C)c(N4CCNC4=O)c3)C2)cc1 (configuration not stated),-2,-19%,-10%,-1%,16%,3%,-29
O=c1cc(C(F)(F)F)[nH]c2ccccc12,-2,-2%,1%,-7%,?,-4%,-9
COc1ccc(-c2nc(CS(=O)CC(=O)NCCN3CCCCC3C)c(C)o2)cc1OC (configuration not stated),-2,-5%,8%,15%,?,2%,-7
COCC(=O)Nc1nnc(C2CCCCC2)s1,20*,72%[activator],0%,0%,-18%,1%,53*
N/C(=N\NS(=O)(=O)c1cc(C(F)(F)F)cc(C(F)(F)F)c1)c1ccccn1,15,50%[activator],2%,72%[activator],40%,-1%,20
COc1ccc(N(C(=O)CNC(=O)c2cccs2)C(C(=O)NCC2CCCO2)c2ccccc2)c(OC)c1 (configuration not stated),-2,?,4%,30%,-19%,3%,16
CO/N=C(/C(=O)N[C@@H]1C(=O)N2C(C(=O)O)=C(CSc3nnnn3C)CS[C@H]12)c1csc(N)n1,/,-13%,/,/,-25%,-13%,/
Cc1ccc(N=Nc2c(C)[nH][nH]c2=O)c(C)c1,16,/,11%,-13%,?,2%,31
CCO[C@H]1OC(C(N)=O)=C[C@@H](c2csc3ccccc23)[C@@H]1CCCO,2,1%,4%,12%,16%,6%,15
Cc1ccc(C(=O)OCC(=O)Nc2cccc(Cl)c2C)c(O)c1,8,-6%,-4%,-4%,22%,-4%,31
CN(C)S(=O)(=O)c1cc([N+](=O)[O-])ccc1N1CCCCCC1,10,2%,1%,-9%,-5%,4%,-14
CNc1nc(Cl)c(SC)c(NC2CCCCC2)n1,5,?,4%,-13%,16%,-5%,-7

# Source: PubChem BioAssay
